# CHT allo act: allosteric activators of human choline transporter CHT; 310,000 compounds, 0.49% hits; B-score at 10 µM; CHT-expressing cells, membrane potential dye, choline EC20; hits give high values; LV-AA mutant CHT in HEK293 cells;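 active = initial fluorescence not abnormally high and integrated response B-score, plate-corrected, over 3 SD above library mean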
# Target sequence (Q9GZV3 whole entry, looked up): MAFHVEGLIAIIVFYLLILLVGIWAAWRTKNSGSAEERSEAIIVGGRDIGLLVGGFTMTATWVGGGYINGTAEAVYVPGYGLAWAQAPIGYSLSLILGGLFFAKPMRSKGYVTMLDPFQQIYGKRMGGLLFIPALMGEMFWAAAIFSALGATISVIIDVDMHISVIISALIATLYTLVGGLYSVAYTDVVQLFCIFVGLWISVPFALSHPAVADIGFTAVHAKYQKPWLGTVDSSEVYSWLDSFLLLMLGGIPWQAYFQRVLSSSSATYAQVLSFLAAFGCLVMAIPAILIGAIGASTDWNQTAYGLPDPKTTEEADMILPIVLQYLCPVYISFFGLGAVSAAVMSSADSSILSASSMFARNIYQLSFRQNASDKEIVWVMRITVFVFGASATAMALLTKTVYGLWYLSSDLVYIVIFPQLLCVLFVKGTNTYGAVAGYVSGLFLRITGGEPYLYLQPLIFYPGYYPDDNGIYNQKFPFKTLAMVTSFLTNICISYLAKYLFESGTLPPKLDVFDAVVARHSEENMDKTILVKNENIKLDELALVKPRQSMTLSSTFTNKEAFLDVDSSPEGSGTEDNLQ
# OX1R antag: blocks the human orexin 1 receptor. CHO/OX1R cells, Fluo-8 calcium fluorescence, orexin A. O43613. 330,000 compounds, 0.43% hits. inhibition, % at 5 µM;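 active = inhibition above its plate's threshold, mean inhibition of all tested compounds on the plate plus 3 SD, cut at about 37% in these data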;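 also: 0% = orexin A challenge wells and 100% = SB-334867-A antagonist wells; not every result past the cut was called active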
# Target sequence (O43613 whole entry, looked up): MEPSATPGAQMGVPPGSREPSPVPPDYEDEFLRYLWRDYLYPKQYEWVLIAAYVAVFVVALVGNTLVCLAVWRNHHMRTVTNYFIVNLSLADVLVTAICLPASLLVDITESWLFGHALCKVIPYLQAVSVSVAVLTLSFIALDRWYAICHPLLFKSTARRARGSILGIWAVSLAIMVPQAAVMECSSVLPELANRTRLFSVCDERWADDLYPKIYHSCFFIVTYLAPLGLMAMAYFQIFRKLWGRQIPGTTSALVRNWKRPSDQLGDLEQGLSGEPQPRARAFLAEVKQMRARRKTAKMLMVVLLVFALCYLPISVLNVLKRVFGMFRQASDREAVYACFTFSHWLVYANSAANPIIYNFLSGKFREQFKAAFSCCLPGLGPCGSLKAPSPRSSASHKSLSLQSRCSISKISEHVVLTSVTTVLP
# * hit, by the source's call; i = inactive; . = no result given. Random draw from the library, and some 0.8% of all compounds hit somewhere here.
SMILES,CHT allo act,OX1R antag
COC(=O)[C@@H]1C[C@H]2CC[C@H](O)C[C@H]2N1Cc1ccccc1OC(=O)c1cccs1,i,-21
O=C(CSc1nnc(-c2ccc3c(c2)OCCO3)o1)N1CCCC1,i,-6
CCNC(=O)COc1ncnc2scc(-c3ccc(F)cc3)c12,i,-26
CCOc1ccc(-c2noc(CCCC(=O)NCC3CCCO3)n2)cc1OC (stereo unspecified),i,-6
CC(=O)c1ccccc1OCCOCCOc1ccccc1C(C)=O,i,-12
CCOC(=O)CN1C(=O)SC(Nc2ccc(C)cc2)C1=O (stereo unspecified),i,8
CCCNC(=O)c1c(N)n(-c2cc(OC)cc(OC)c2)c2nc3ccccc3nc12,i,-18
COc1ccc(-n2nnc3c(=O)n(CC(=O)N4CCC(C)CC4)cnc32)cc1,i,-12
C=CCn1c(SCC(=O)Nc2cc(Cl)ccc2C(=O)O)nc2sc(C)c(C)c2c1=O,.,-9
CCN1C(=O)[C@H]2[C@@H](c3ccc(-c4ccc5c(c4)OCO5)cc3)N3CCC[C@@]3(C(=O)OC)[C@H]2C1=O,i,-33
O=C(COC(=O)c1ccccc1)NCc1cccs1,i,-6
O=C(COc1ccccc1Cl)Nc1ccccc1C(=O)N1CCCCC1,i,-32
CCCCCCCC(=O)N1CCN(c2cc3c(cc2F)c(=O)c(C(=O)O)cn3CC)CC1,i,.
Cc1sc(-n2c(C)ccc2C)c(C#N)c1C,i,-3
CC(C)Oc1cc(C(=O)NC2CCCCC2)c2ccccc2n1,i,-41
C=CCNC(=O)C(C(=O)OCC)C1CCCCC1 (stereo unspecified),i,-14
O=C(NCc1ccc(N2CCCC2=O)cc1)Nc1cccc(Cl)c1,i,12
O=C(CSc1nc2c(cnn2-c2ccccc2)c(=O)[nH]1)NC1CCS(=O)(=O)C1 (stereo unspecified),i,-13
CCOc1ccc(CCNC(=O)c2cccc3c2C(=O)N(CCOC)C3)cc1OCC,i,-27
O=S(=O)(c1ccccc1)N1CCN(c2ncnc3scc(-c4ccccc4)c23)CC1,i,-27
CCc1ccccc1NC(=O)c1ccc(F)c(S(=O)(=O)N2CCC(C(N)=O)CC2)c1,i,-9
CC(C)N1C(=O)c2ccccc2C1C(=O)NCCc1ccccc1 (stereo unspecified),i,-9
CCN1CCN(c2nc3c(C)cccn3c(=O)c2/C=C(\C#N)C(=O)NCCOC)CC1,8.7*,-15
CNC(=S)N1CCN(c2c(F)cc3c(=O)c(C(=O)O)cn(C4CC4)c3c2OC)CC1C (stereo unspecified),i,-14
COC(=O)c1ccc(N/C=C/C(=O)c2ccc(OC)c(OC)c2)cc1,i,-18
O=C(CN1CCN(Cc2ccccc2Cl)CC1)N/N=C/C=C/c1ccco1,i,-36
COc1ccc2nc(C)cc(Nc3cccc(C(=O)O)c3)c2c1,i,-6
COc1ccccc1N(C)S(=O)(=O)c1ccc(C(=O)NCc2ccc3c(c2)OCO3)cc1,i,-15
O=C1CC(N2CCN(c3ccccc3)CC2)C(=O)N1c1ccc2c(c1)OCO2 (stereo unspecified),i,-14
O=C(COC(=O)c1cccc(NS(=O)(=O)c2ccc(F)c(F)c2)c1)NC(=O)NC1CCCCC1,i,20
c1ccc(-c2nnc(OCCN3CCOCC3)c3ccccc23)cc1,i,-30
Cc1occc1C(=O)N1CCCC(CCC(=O)NCc2ccc(F)c(F)c2)C1 (stereo unspecified),i,-8
COc1ccc(C(=O)CC(=O)C(=O)Nc2cccc([N+](=O)[O-])c2C)cc1,i,-17
S=C(NCc1ccco1)Nc1cccc(Cl)c1Cl,i,0
Cc1cc(C)cc(NC(=O)C2CCCC2)c1,i,-16
NC(=NCCc1c[nH]c2ccccc12)NC(=O)c1ccc(Cl)cc1,i,-18

# Individual results from the entries so far:
# `CCCNC(=O)c1c(N)n(-c2cc(OC)cc(OC)c2)c2nc3ccccc3nc12` | OX1R antag = -18
# `COC(=O)c1ccc(N/C=C/C(=O)c2ccc(OC)c(OC)c2)cc1` | OX1R antag = -18

# Next section
SMILES,CHT allo act,OX1R antag
COc1ccccc1OCCCC(=O)NCc1ccco1,i,0
Cc1nc(C(N)=O)c(N)n1CCc1ccccc1,i,6
Cc1ccnc(NC(=O)CNC(=O)c2ccco2)c1,i,-5
CCOC(=O)N1CCN(c2ccc(N3C(=O)CCCC3=O)cc2[N+](=O)[O-])CC1,i,-2
O=C(CSc1nnc(-c2ccc(F)cc2)o1)N1CCN(C(=O)c2ccco2)CC1,i,-20
O=C(CN1C(=O)CSc2ccc(S(=O)(=O)N3CCOCC3)cc21)NCCCN1CCOCC1,i,-20
Cc1ccc(NS(=O)(=O)c2ccc(C(=O)NCC3CCCO3)cc2)cc1 (stereo unspecified),i,-8
O=C(Nc1ccc2c(c1)nc1n2CCOC1)C1CCCCC1,i,-21
Cc1ccccc1C1CCCN(Cc2nc(C3CC3)no2)C1 (stereo unspecified),i,-20
COC(=O)C1SCC2C(=O)N(Cc3ccc(F)cc3)CC(=O)N21 (stereo unspecified),i,2
CCOc1ccc(Oc2ccc(S(=O)(=O)N3CCOCC3)cc2NC(=O)CCNC(C)=O)cc1,i,-8
CCCCN(C)CCNC(=O)CN1C(=O)CSc2ccc(S(=O)(=O)N3CCCCC3)cc21,i,-16
N#Cc1c(=O)c2nc(NCCCO)ncc2n2c(=O)c3ccccc3[nH]c12,i,-14
O=C(Cn1cnc2c(oc3ccccc32)c1=O)NCC1CCCO1 (stereo unspecified),i,-15
COc1ccccc1NS(=O)(=O)c1ccc(C)c(C(=O)NCc2cccnc2)c1,.,-16
Cn1ccnc1Sc1ccc(C=O)cc1[N+](=O)[O-],i,6
O=C(CN1C(=O)COc2ccccc21)Nc1ccccc1F,i,-17
c1ccc(Cn2ncc3ccccc32)cc1,i,-19
O=C(/C=C/c1cccc(Br)c1)c1ccc2c(c1)OCO2,i,-27
COc1ccc(N2CC(C(=O)Nc3nnc(SCCC4OCCO4)s3)CC2=O)cc1 (stereo unspecified),i,-6
Cc1ccccc1CN(C)C(=O)COC(=O)CSc1ccc([N+](=O)[O-])cc1,i,-20
Cc1ccc(N2CN=C3SCC(=O)N3C2)cc1C,i,8
CC(C)CN1C(=S)SC(C)(C)C1n1oc(=O)n(-c2ccc(Cl)cc2)c1=O (stereo unspecified),i,-4
Cc1sc(N2C(=O)C3C(C2=O)[C@H]2C=C[C@@H]3C2)c(C#N)c1C (stereo partly specified),i,-21
Cc1ccc(-n2c(C)cc(=O)cc2C)c(C)c1,i,-5
CCc1n[nH]c(=S)n1N=C1CCC(C)CC1 (stereo unspecified),i,-7
CSCC[C@H](NC(=O)c1cccc([N+](=O)[O-])c1C)c1nc2ccccc2[nH]1,i,-15
COc1cc(OC)c(C2N(C)c3ccccc3N2C)cc1OC,i,-4
COCCCNc1nc2nonc2nc1N1CCC(C(C)N2CCOCC2)CC1 (stereo unspecified),i,-12
COc1cc(NC(=O)c2cccs2)ccc1NC(=O)c1ccco1,i,-12
CCCCC(=O)Nc1nc(C)c(-c2csc(Nc3ccccc3OC)n2)s1,i,-40
CCn1c(=O)c(CCC(=O)NCCN2CCOCC2)c(C)c2c(C)nn(-c3cccc(C)c3)c21,i,-34
CCCNc1nc(Cl)nc(Nc2ccc(Cl)cc2)n1,i,-19
O=CN/N=C/c1c(O)ccc2ccccc12,i,-12
CC(=O)c1cccc(NC(=O)N2CCCCCC2)c1,i,-2
CCc1cccc(CC)c1NC(=O)Cn1c(-c2ccccc2Cl)nc2ccccc21,i,2
Cc1ccc(NC(=O)CSCc2cc(=O)n3nc(C4CC4)sc3n2)cc1,i,-6
CCc1nccn1C(=O)c1cnn2c(C(F)F)cc(-c3ccccc3)nc12,i,-23
COc1cc(OC)c(C(=O)OCC(=O)N(Cc2ccccc2)C(C)(C)C)cc1OC,i,-35
CCCc1cc(=O)oc2cc(C)cc(OC(C)C(=O)N[C@@H](Cc3c[nH]c4ccccc34)C(=O)O)c12 (stereo partly specified),i,1
COc1ccc(N2C(=O)CCC(C(=O)N(C)C3CCCCC3)C2c2ccc(OC)c(OC)c2)cc1 (stereo unspecified),i,-8
O=C(CSc1nc2ccccc2n1CC(=O)N1CCCC1)NCc1ccc2c(c1)OCO2,i,-18
COc1ccccc1C(=O)Nc1ccc2[nH]ncc2c1,i,.
CCCCNC(=O)/C(=C/c1ccccc1)NC(C)=O,i,-19
CN(C(=O)CSc1nc2ccccc2c(=O)n1-c1ccc(F)cc1F)C1CCS(=O)(=O)C1 (stereo unspecified),.,10
CCN(C(=O)CSc1nnc2ccccn12)c1c(N)n(Cc2ccccc2)c(=O)[nH]c1=O,i,-5
O=C1OCc2nc3cc4c(cc3c(-c3ccc(F)cc3)c21)OCO4,i,1
COCCn1nnnc1C(c1cc2ccc(C)cc2[nH]c1=O)N(Cc1ccco1)Cc1cccs1 (stereo unspecified),i,-18
Cc1nnc(N2CCOCC2)c2ccccc12,i,-10
CCOc1ccc(Cn2nnc(C(=O)NCCc3ccccc3)c2N)cc1,i,-11
CN(CC1CCCO1)S(=O)(=O)c1ccc(C(=O)Nc2ccccc2F)cc1 (stereo unspecified),i,4
Cc1ccc(CSc2nc3ccncc3[nH]2)cc1,i,-19
Cc1ccc(S(=O)(=O)N2CCCCC2)cc1NC(=O)CCN1C(=O)C2CC=CCC2C1=O (stereo unspecified),.,-16
COc1ccc(S(N)(=O)=O)cc1C(=O)NCC1(N2CCCCC2)CCCCC1,i,-14
CC(SC(=S)N1CCCC1)C(=O)O (stereo unspecified),i,-11
COc1ccc(CN2CCC(=O)N([C@H](CO)c3ccccc3)CC2)cc1OC,i,-4
c1ccc(COCCC2CO2)cc1 (stereo unspecified),i,1
COc1ccccc1N1CCN(C(c2ccc(C)cc2)c2nnnn2C(C)C)CC1 (stereo unspecified),i,-18
O=C1c2ccccc2C(=O)N1Cc1nc2ccccc2o1,i,-13
O=C(CSCc1ccccc1)NC1CCSC1=O (stereo unspecified),i,-18

# Next results.
SMILES,CHT allo act,OX1R antag
CCOc1ccc(NS(=O)(=O)c2ccc(OCC(=O)NCCCOC)cc2)cc1,i,-12
COC(=O)CCCCCCCCC(O)CN(C)C (stereo unspecified),i,-32
O=C(COC(=O)c1ccccc1SCC(=O)NC1CCS(=O)(=O)C1)NC1CCS(=O)(=O)C1 (stereo unspecified),i,11
Nn1c(=S)[nH]nc(Cc2ccc(O)cc2)c1=O,i,3
CCN1CCN(C(c2ccccc2)c2sc3nc(C)nn3c2O)CC1 (stereo unspecified),i,1
CCOC(=O)c1c(-c2ccc(C)cc2)csc1NC(=O)C1CCCO1 (stereo unspecified),i,-28
Cc1cccc(NC(=O)CNC(=O)COC(=O)c2ccco2)c1C,.,2
Cn1c(COc2ccccc2Br)nc2ccccc21,i,-6
COc1cc(OC)cc(C(=O)Nc2nc(-c3ccccc3)c(-c3ccccc3)o2)c1,i,-7
CCC(CC)C(=O)N1CC(=O)Nc2ccc(Br)cc2C1c1ccccc1 (stereo unspecified),i,-34
O=C(Nc1ccccn1)c1cc(-c2cccnc2)nc2ccc(Br)cc12,i,-28
Cc1cc(=O)[nH]c(SCc2nc3ccccc3s2)n1,i,-9

# A draw from above in order of formula weight, falling:
SMILES,CHT allo act,OX1R antag
O=C(COC(=O)c1ccccc1SCC(=O)NC1CCS(=O)(=O)C1)NC1CCS(=O)(=O)C1 (stereo unspecified),i,11
Cc1ccc(S(=O)(=O)N2CCCCC2)cc1NC(=O)CCN1C(=O)C2CC=CCC2C1=O (stereo unspecified),.,-16
CCOc1ccc(NS(=O)(=O)c2ccc(OCC(=O)NCCCOC)cc2)cc1,i,-12
COc1ccc(S(N)(=O)=O)cc1C(=O)NCC1(N2CCCCC2)CCCCC1,i,-14
COc1ccccc1N1CCN(C(c2ccc(C)cc2)c2nnnn2C(C)C)CC1 (stereo unspecified),i,-18
O=C(Nc1ccccn1)c1cc(-c2cccnc2)nc2ccc(Br)cc12,i,-28
COc1cc(OC)cc(C(=O)Nc2nc(-c3ccccc3)c(-c3ccccc3)o2)c1,i,-7
CN(CC1CCCO1)S(=O)(=O)c1ccc(C(=O)Nc2ccccc2F)cc1 (stereo unspecified),i,4
COc1ccc(CN2CCC(=O)N([C@H](CO)c3ccccc3)CC2)cc1OC,i,-4
CCOC(=O)c1c(-c2ccc(C)cc2)csc1NC(=O)C1CCCO1 (stereo unspecified),i,-28
Cn1c(COc2ccccc2Br)nc2ccccc21,i,-6
Cc1cc(=O)[nH]c(SCc2nc3ccccc3s2)n1,i,-9
O=C(CSCc1ccccc1)NC1CCSC1=O (stereo unspecified),i,-18
O=C1c2ccccc2C(=O)N1Cc1nc2ccccc2o1,i,-13
COC(=O)CCCCCCCCC(O)CN(C)C (stereo unspecified),i,-32
Cc1ccc(CSc2nc3ccncc3[nH]2)cc1,i,-19
Nn1c(=S)[nH]nc(Cc2ccc(O)cc2)c1=O,i,3
CC(SC(=S)N1CCCC1)C(=O)O (stereo unspecified),i,-11
c1ccc(COCCC2CO2)cc1 (stereo unspecified),i,1

# Next part
SMILES,CHT allo act,OX1R antag
COc1cc(C2C(C#N)=C(N)Oc3c2oc(CO)cc3=O)cc(OC)c1OC (stereo unspecified),i,-14
CC(C)n1nc(C(=O)NC2CCCCCC2)c2ccccc2c1=O,.,-24
Cc1ccc(Cn2c(=N)c(C#N)cc3c(=O)n4cccc(C)c4nc32)cc1,i,-7
CCOc1ccc(C(C)NC(=O)CN2C(=O)NC3(CCCCC3)C2=O)cc1OCC (stereo unspecified),.,-19
CSc1nc(Oc2ccc3ccccc3c2)c2ccccc2n1,i,-20
Cc1ccc(C)c(OCCCC(=O)N2CCOCC2)c1,i,-16
CCOc1ccccc1C(=O)NC(C(=O)NCCc1ccccn1)C(C)C (stereo unspecified),.,-26
CCOC(=O)C1=C(C)NC(SCC(=O)OC)=C(C#N)C1c1ccc(C(=O)OC)cc1 (stereo unspecified),i,-31
CCCCNc1ccc2oc(-c3ccc(OC)cc3)c(-c3ccc(OC)c(F)c3)c2c1,.,-17
COc1ccccc1OCCNC(=O)c1ccc2c(c1)OCCO2,i,-11
COc1ccc(NC(=O)c2sc3nc(Cc4ccccc4)cc(C(F)(F)F)c3c2N)cc1OC,i,-32
COC(=O)c1cc(NC(=O)Cn2c(=O)cnc3ccccc32)cc(C(=O)OC)c1,i,-12

# High-throughput results deposited in PubChem BioAssay by several laboratories.
